High-throughput results: PubChem, several laboratories
DDE Tn7 FP inh: inhibitors of Tn7 peptide binding to human fibrin DD(E); AID 720508; P02675; 0.13% of 370,000 active; inhibition, % at 8.3 µM; FP displacement of FITC-Tn7 peptide from fibrin DD(E); 0% = median of compound wells per plate;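 active = inhibition above the mean of compounds falling within the control limits plus 3 SD of them, cut at about 14% in these data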;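 note: 0% = plate median of compound wells and 100% = 10 µM Aha-Tn7 peptide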
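Assay system: Fibrin-DD(E) protein isolated from polymerized human fibrin clots; read-out basis: percent inhibition; medium: Tris/NaCl/CaCl2 buffer, pH 7.8; signal: FP measurement; incubation: 10 min plus 3 h, room temperature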
PLC-gamma1 inh: inhibitors of human phospholipase C gamma1; P19174; AID 720700; inhibition, % at 12.2 µM; 0.84% of 370,000 active; purified PLC-gamma1, fluorogenic substrate, fluorescence; in the data active = inhibition above about 9.5%
DDE Tn6 FP inh: DD(E)-Tn6 binding inhibition, primary FP screen; P02675; Fibrin DD(E) TRITC-Tn6 fluorescence polarization displacement; inhibition, % at 8.3 µM; 0.21% of 370,000 active; AID 720509;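 active = inhibition above a per-campaign cutoff: mean of compounds within control limits plus 3 SD, cut at about 15% in these data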;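 note: 0% = median of all compound wells on the plate and 100% = blocking peptide control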
ARFGAP1 inh: inhibitors of rat ARFGAP1 | Q62848 | Arfgap1-stimulated ARF1 GTP hydrolysis, GDP FP detection | inhibition, % at 16.5 µM | 0.26% of 360,000 active | AID 651572;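 active = inhibition above a per-plate limit, mean inhibition of low control wells plus 3 SD, cut at about 25% in these data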;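 note: 0% = DMSO wells with enzyme and 100% = wells lacking Arfgap1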
Target sequence (Q62848 1-136 limits assumed): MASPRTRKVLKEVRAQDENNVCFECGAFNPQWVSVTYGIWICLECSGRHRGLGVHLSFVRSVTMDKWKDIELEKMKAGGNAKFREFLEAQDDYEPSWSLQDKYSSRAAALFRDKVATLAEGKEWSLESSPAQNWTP
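System: truncated rat Arfgap1 GAP domain / Medium: HEPES-based buffer, pH 7.5 / Also added: N-terminally truncated human ARF1-GTP substrate / Incubation: enzyme reaction 120 min at 25 °C after 20 min preincubation / Measured by: FP of antibody-bound GDP Alexa 633 tracer, ex 620/em 688 nm / Replicates: singlicate, each compound tested once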
PLCb3 inh: inhibitors of human phospholipase C beta3; Q01970; Purified PLC-beta3, fluorogenic substrate, fluorescence; inhibition, % at 12.2 µM; 0.18% of 370,000 active; AID 720704; in the data active = inhibition above about 11%;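 note: 0% = median of compound wells on plate and 100% = full blocker control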
proKLK7 act: activates the human kallikrein-7 zymogen. activation, % at 7 µM. purified proKLK7, EDANS-DABCYL substrate fluorescence; 100% is mature enzyme control, 0% vehicle. 0.9% of 370,000 active;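 active = activation above the mean of all tested compounds plus 3 SD, computed per campaign excluding outliers beyond control limits, cut at about 13% in these data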
Target sequence (P49862 whole entry, looked up): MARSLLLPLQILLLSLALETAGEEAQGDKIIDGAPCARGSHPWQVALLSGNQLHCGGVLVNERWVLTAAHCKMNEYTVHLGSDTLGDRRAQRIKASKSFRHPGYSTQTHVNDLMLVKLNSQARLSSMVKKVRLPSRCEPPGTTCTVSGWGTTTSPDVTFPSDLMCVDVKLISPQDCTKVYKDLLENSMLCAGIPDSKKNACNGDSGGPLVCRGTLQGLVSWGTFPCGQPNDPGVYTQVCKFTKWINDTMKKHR
UHRF1 binding: human UHRF1 methylated DNA binding inhibitors. Q96T88. UHRF1 binding to methylated oligo, TR-FRET. inhibition, % at 4.4 µM. 0.75% of 370,000 active. AID 687016; in the data active = inhibition above about 21%;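 note: UHRF1 SRA domain binding a hemimethylated CpG hairpin DNA probe; 0% = median of test compound wells and 100% = reference inhibitor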
ASAP1 inh: ASAP1 ArfGAP inhibition | Q9ULH1 | ASAP1-stimulated ARF1 GTP hydrolysis, GDP FP detection | inhibition, % at 16.5 µM | 0.19% of 360,000 active | AID 624377; in the data active = inhibition above about 25%;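 note: 0% = vehicle with enzyme and substrate and 100% = no enzyme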
Target sequence (Q9ULH1 325-724 limits assumed): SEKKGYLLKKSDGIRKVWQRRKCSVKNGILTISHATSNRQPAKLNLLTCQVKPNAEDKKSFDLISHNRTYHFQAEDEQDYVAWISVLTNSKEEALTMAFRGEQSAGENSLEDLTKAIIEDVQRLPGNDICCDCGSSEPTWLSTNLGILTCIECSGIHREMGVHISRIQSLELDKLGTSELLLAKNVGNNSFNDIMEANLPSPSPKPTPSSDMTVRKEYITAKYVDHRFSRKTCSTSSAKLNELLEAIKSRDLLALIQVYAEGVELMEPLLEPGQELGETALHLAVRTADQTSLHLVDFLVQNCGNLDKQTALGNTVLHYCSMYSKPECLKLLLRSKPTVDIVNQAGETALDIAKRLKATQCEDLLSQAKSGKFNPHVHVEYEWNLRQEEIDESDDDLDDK
NR1D1 modulator: modulators of human Rev-erb alpha DNA binding. Rev-erbα–FITC-DNA binding, fluorescence polarization, 90 min. activity, % at 10 µM. 0.79% of 370,000 active. AID 1259318;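 active = activity above about 14%, limit read from the data; passing the limit was not always enough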;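 note: 0% = DMSO wells with 35 nM protein and 100% = DMSO wells with 750 nM protein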
HGIII-sPLA2 inh: Blocks human group III sPLA2 activity. Q9NZ20. QFRET BODIPY PC-A2 liposome hydrolysis, fluorescence. inhibition, % at 12.2 µM. 0.56% of 370,000 active. AID 743126;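 active = inhibition above mean plus 3 SD of compounds lying within the high and low control bounds, cut at about 19% in these data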;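 note: 0% = median of test compound wells and 100% = no enzyme DMSO wells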
Active calls of the source: *.

1	COc1ccc(CCNC(=O)CCCCCn2c(SCC(N)=O)nc3cc4c(cc3c2=O)OCO4)cc1OC
2	C[C@@H]1CCCCO[C@@H](CN(C)C(=O)CCC(F)(F)F)[C@@H](C)CN([C@H](C)CO)C(=O)c2cc(N(C)C)ccc2O1
3	O=C(OC(c1ccccc1)c1nccc2ccccc12)c1ccccc1 (stereo not given)
4	O=S(=O)([O-])C/C(=C\c1ccc(Cl)cc1)c1cc[n+](CCO)cc1
5	O=C(NCc1ccco1)c1ccc([N+](=O)[O-])cc1Cl
6	O=C(NCc1ccccc1)C1=C[C@H](c2ccc3c(c2)OCO3)C[C@H](OCc2ccc(CO)cc2)O1
7	CN1CCN(C(c2ccc(C(F)(F)F)cc2)c2cc(Cl)c3cccnc3c2O)CC1 (stereo not given)
8	COC(=O)c1cc2c(c3c4cc(C)ccc4n(S(=O)(=O)c4cccc(C)c4)c13)C(=O)N(Cc1ccc(N(C)C)cc1)C2
9	CC(NC(=O)CCSc1nc(-c2ccco2)cc(C(F)(F)F)n1)c1ccccc1 (stereo not given)
10	Cc1ccc(S(=O)(=O)NC(Cc2ccccc2)C(=O)O)cc1 (stereo not given)
assay / entry	1	2	3	4	5	6	7	8	9	10
DDE Tn7 FP inh	-1	5	4	1	12	2	-4	0	-4	-1
PLC-gamma1 inh	3	-18	2	-1	-2	-8	-31	-2	-5	3
DDE Tn6 FP inh	-3	2	-9	9	3	4	-7	-1	-7	-4
ARFGAP1 inh	9	-5	5	-6	3	16	5	1	6	4
PLCb3 inh	-3	-22	2	0	-3	-13	-35	0	-4	0
proKLK7 act	0.1	0.8	-0.2	0.3	-0.1	0.7	-0.8	-0.5	1.1	0.1
UHRF1 binding	1	0	-1	3	3	3	-11	0	-3	2
ASAP1 inh	7	4	-5	2	-10	9	13	7	-7	-4
NR1D1 modulator	0	-5	1	-1	-1	-1	0	5	-3	3
HGIII-sPLA2 inh	6	5	-16	-1	2	-18	12	5	-8	3

11	COC(=O)CCC(C)N1CCC(Oc2ccc(C(=O)NCc3ccccn3)cc2)CC1 (stereo not given)
12	Cc1cc(N/N=C/c2ccccc2O)nc(N2CCOCC2)n1
13	CC(=O)c1cccc(NC(=O)CCc2nnc3ccc(NCc4ccco4)nn23)c1
14	Cc1ccc(OCC(=O)Nc2cccc(-c3nnc(-c4ccccc4)o3)c2)cc1
15	O=C1C(=Cc2cn(-c3ccccc3)nc2-c2ccc(OCc3ccccc3F)cc2)SC(=S)N1CCS(=O)(=O)O
16	O=C(CCl)N=c1sccn1Cc1cccc2ccccc12
17	O=C(Nc1ccc(Br)cc1)c1ccc(N2C(=O)C3CC=CCC3C2=O)cc1 (stereo not given)
18	Cc1ccc(CNS(=O)(=O)c2ccc3c(c2)C(C)(C)C(=O)N3C)cc1
19	COc1ccc(NC(=O)CSc2ccc(NC(C)=O)cc2)cc1S(=O)(=O)N1CCOCC1
20	CS/C(=N\S(=O)(=O)c1ccc(Cl)cc1)c1ccccc1
assay / entry	11	12	13	14	15	16	17	18	19	20
DDE Tn7 FP inh	-4	-3	-3	7	1	-2	11	5	-4	1
PLC-gamma1 inh	-1	-68	-2	0	-8	-3	1	3	6	0
DDE Tn6 FP inh	-5	1	-6	-7	-7	-6	-1	-3	-8	1
ARFGAP1 inh	-1	0	6	0	-9	2	0	2	-2	-7
PLCb3 inh	-4	-115	-9	0	-16	-4	-1	-5	0	0
proKLK7 act	-0.7	-15	-0.3	0.1	-0.3	0.2	0.1	0.1	-0.2	0.1
UHRF1 binding	-1	-1	-1	6	58*	1	3	0	0	0
ASAP1 inh	-10	0	-4	-1	-7	5	5	10	2	-11
NR1D1 modulator	2	-2	-2	-4	-3	7	2	-1	0	-3
HGIII-sPLA2 inh	0	-4	-2	-5	-25	4	3	8	9	0

21	O=C(/C=C/c1ccc([N+](=O)[O-])s1)N1CCCC1
22	COc1ccc(OC)c(C2C(C(=O)O)c3ccccc3C(=O)N2C)c1 (stereo not given)
23	COc1ccc(CC(N)c2csc(NC(=O)CCc3ccccc3)n2)cc1 (stereo not given)
24	CCCN1C(=O)CSC1=Nc1ccccc1
25	COc1cc(C(=O)NNC(=S)NC(=O)c2ccc3c(c2)OCO3)cc(OC)c1OC
26	Cn1c(C(=O)O)ccc1S(=O)(=O)N(Cc1ccccc1)Cc1ccccc1
27	COc1ccc(N2CCN(C(=O)COC(=O)c3oc4ccccc4c3C)CC2)cc1
28	O=C(Nc1ccccc1C(=O)N1CCOCC1)c1cc2ccccc2o1
29	O=c1nc(-c2ccccc2)c2cc(SC(F)F)ccc2[nH]1
30	CCN(C(=S)Nc1cccc(C)c1)c1ccccc1
assay / entry	21	22	23	24	25	26	27	28	29	30
DDE Tn7 FP inh	-6	-6	-3	2	4	-6	0	0	5	0
PLC-gamma1 inh	-6	2	4	0	2	0	2	1	-174	3
DDE Tn6 FP inh	-4	0	-4	-6	2	2	1	1	-1	4
ARFGAP1 inh	5	-1	-1	-12	-4	-4	4	-5	-9	-2
PLCb3 inh	-8	-2	5	-1	-3	-4	-9	-11	-215	4
proKLK7 act	-0.4	0.1	0.2	-0.6	0.5	0.1	0.9	-0.2	10	-0.3
UHRF1 binding	-1	1	1	2	-5	-2	0	0	-1	-3
ASAP1 inh	9	-5	5	-1	-5	1	-2	-7	-5	-2
NR1D1 modulator	3	-3	1	-2	3	-1	1	3	3	-7
HGIII-sPLA2 inh	0	0	-1	1	24*	-13	0	10	0	-3

Reprinted at random: 2 entries already listed.
16	O=C(CCl)N=c1sccn1Cc1cccc2ccccc12
14	Cc1ccc(OCC(=O)Nc2cccc(-c3nnc(-c4ccccc4)o3)c2)cc1
assay / entry	16	14
DDE Tn7 FP inh	-2	7
PLC-gamma1 inh	-3	0
DDE Tn6 FP inh	-6	-7
ARFGAP1 inh	2	0
PLCb3 inh	-4	0
proKLK7 act	0.2	0.1
UHRF1 binding	1	6
ASAP1 inh	5	-1
NR1D1 modulator	7	-4
HGIII-sPLA2 inh	4	-5

(listing goes on)
31	Cc1cc(C)c(C#N)c(SCC(=O)c2cc(C)n(CCc3ccccc3)c2C)n1
32	CCN(CC)S(=O)(=O)c1ccc(NC(=O)C2COc3ccccc3O2)cc1 (stereo not given)
33	CC(C)CCN1CCN(Cc2ccsc2)CC1CCO (stereo not given)
34	Cc1ccc(C)c(C(=O)CN2C3=NCCCN3c3ccccc32)c1
35	CCCn1ncc2c(Nc3ccc(C)c(C)c3)ncnc21
36	O=C1C=C(NCC2CCCO2)C2(CCCCC2)O1 (stereo not given)
37	O=C1c2ccc(-c3ccc4c(c3)C(=O)N(CCCO)C4=O)cc2C(=O)N1CCCO
38	CC(C)OC(=O)Cn1nc(C(c2ccccc2)c2ccccc2)oc1=O
39	O=C(Nc1ccc2c(c1)OCCO2)NC1CCCCC1
40	OCCNCc1cccc(Br)c1
assay / entry	31	32	33	34	35	36	37	38	39	40
DDE Tn7 FP inh	-4	-5	1	5	0	-4	1	-2	-1	-4
PLC-gamma1 inh	-13	0	0	0	-11	-2	-11	-2	0	1
DDE Tn6 FP inh	1	4	8	2	3	-1	6	3	-1	-4
ARFGAP1 inh	-8	5	-7	1	7	-7	5	-5	1	-3
PLCb3 inh	-14	0	5	1	-19	5	-19	6	-2	-6
proKLK7 act	1.3	1.1	0.0	0.3	0.3	0.5	-2.6	0.1	0.0	-0.2
UHRF1 binding	-2	1	0	-4	-1	0	0	2	1	0
ASAP1 inh	12	2	2	3	6	1	2	-8	11	4
NR1D1 modulator	0	-5	7	4	-1	-3	-3	-4	-3	12
HGIII-sPLA2 inh	-5	-21	1	-13	-1	1	-5	-10	4	1

Ordered by value in DDE Tn7 FP inh (descending): 5 of the compounds above.
No.	smiles	DDE Tn7 FP inh
33	CC(C)CCN1CCN(Cc2ccsc2)CC1CCO (stereo not given)	1
35	CCCn1ncc2c(Nc3ccc(C)c(C)c3)ncnc21	0
38	CC(C)OC(=O)Cn1nc(C(c2ccccc2)c2ccccc2)oc1=O	-2
36	O=C1C=C(NCC2CCCO2)C2(CCCCC2)O1 (stereo not given)	-4
32	CCN(CC)S(=O)(=O)c1ccc(NC(=O)C2COc3ccccc3O2)cc1 (stereo not given)	-5

Remaining list, next part.
41	Cc1cccc(OCC(=O)NNC(=O)Cn2c(=O)cnc3ccccc32)c1
42	Nc1n[nH]c2c1C1(CCCCC1)Cc1ccccc1-2
43	O=C(Cc1ccc([N+](=O)[O-])cc1)N1N=C2CCCCC2C1(O)C(F)(F)F (stereo not given)
44	N#Cc1cccc(NC(=O)CC2CCCC2)c1
45	COc1cccc(CNC(=O)CNC(=O)c2cccs2)c1
46	Cc1nc2ccc(Br)cc2c2c1CC(CBr)O2 (stereo not given)
47	COc1ccc(-c2csc(C(NC(C)=O)c3cccc(F)c3)n2)cc1 (stereo not given)
48	COC(=O)[C@H](CC(C)C)NC(=O)Cn1cnc2c(OCc3ccccc3)ncnc21
49	COc1ccc(NC(=O)COC(=O)C23CC4CC(CC(Cl)(C4)C2)C3)c(OC)c1
50	COc1ccccc1NC(=O)c1c(N=Cc2cccc([N+](=O)[O-])c2)cnn1C
51	O=C(CCN=C1NS(=O)(=O)c2ccccc21)OCc1nnc(-c2ccccc2)o1
52	CCOC(=O)C(C)Sc1nc(C2CC2)cc(C(F)(F)F)c1C#N (stereo not given)
assay / entry	41	42	43	44	45	46	47	48	49	50	51	52
DDE Tn7 FP inh	1	-4	10	6	-2	-3	13	0	0	5	10	5
PLC-gamma1 inh	-1	2	1	-13	-2	-2	0	3	3	-1	-2	-4
DDE Tn6 FP inh	-2	-8	-2	-1	7	10	-12	-9	-1	-7	-3	-1
ARFGAP1 inh	3	4	-6	-2	3	-10	-5	0	-7	1	-5	5
PLCb3 inh	-2	-2	0	-6	-4	-2	-1	2	-7	-2	-7	-1
proKLK7 act	0.0	1.2	0.6	1.1	0.1	0.0	-0.4	0.8	0.8	-0.1	0.7	-1.2
UHRF1 binding	-2	-1	0	2	0	0	2	-4	-2	-1	-3	1
ASAP1 inh	-4	0	-10	-7	-10	2	-2	10	-4	9	1	-9
NR1D1 modulator	-4	-3	-3	-2	-2	-2	-2	-6	7	-6	2	8
HGIII-sPLA2 inh	2	-3	-41	5	1	-10	4	1	-3	2	-2	1
